Bioassay records: PubChem, National Center for Advancing Translational Sciences (NCATS)
FEN1 inh = blocks human flap endonuclease 1. AID 588795. P39748. Potency, µM (top dose mostly 114 µM), for inactives: at the highest dose activity change, negative = inhibition, most hits filed as inhibitors. 0.35% of 390,000 active. Recombinant FEN1 flap cleavage, fluorescence, 15 min; note: nearly all actives have a fitted effect of over 65% in size
Target sequence (P39748 whole entry, looked up): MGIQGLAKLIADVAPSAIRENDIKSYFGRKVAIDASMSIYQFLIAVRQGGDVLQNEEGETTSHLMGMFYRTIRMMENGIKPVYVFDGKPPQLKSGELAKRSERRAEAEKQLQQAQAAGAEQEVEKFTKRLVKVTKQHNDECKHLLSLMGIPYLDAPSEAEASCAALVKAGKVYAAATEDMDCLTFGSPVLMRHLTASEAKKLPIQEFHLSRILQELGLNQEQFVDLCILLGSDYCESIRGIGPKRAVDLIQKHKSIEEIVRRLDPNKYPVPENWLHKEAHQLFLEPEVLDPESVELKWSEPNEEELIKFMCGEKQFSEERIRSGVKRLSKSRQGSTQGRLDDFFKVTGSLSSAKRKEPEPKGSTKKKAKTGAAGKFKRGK
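Steps: FEN1 (10 nM) dispensed; compound added by pin tool; 15 min at room temperature; substrate added to 50 nM final; reads at 0 min and 15 min; data normalized and fitted (four-parameter Hill).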
KAT2A inh = GCN5L2 (KAT2A) acetyltransferase inhibition; Potency, µM (titrated, usually from 58.9 µM), for inactives: at the highest dose activity change, negative = inhibition, hits mostly inhibitors; Q92830; GCN5L2 HAT assay, ThioGlo1 CoA-SH fluorescence; 0.21% of 390,000 active
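qHTS, 1536-well. 20nM enzyme, pH 7.5 HEPES/EDTA/Tween-20 buffer; 15 min compound preinc., RT. Start: 75uM H3(1-25), 70uM AcCoA, 50uM ThioGlo1. Read Ex340/Em540 at t=0 (autofluorescence flag) and t=20 min.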
DT40 TDP1 CPT = growth inhibition of DT40 Tdp1-/-;hTDP1 cells with camptothecin (screen for TDP1 inhibitors); AID 686979; chicken DT40 Tdp1-/-;hTDP1 cells + 20 nM CPT, ATP luminescence, 48 h; 12% of 420,000 active; Potency, µM (top dose mostly 46.2 µM), without a hit: at the top dose activity change, negative = growth inhibition, most hits filed as inhibitors; note: nearly all actives have a fitted effect of over 55% in size
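Chicken DT40 Tdp1-/- cells stably complemented with human TDP1 were seeded at 400 cells/well in medium containing 20 nM camptothecin, exposed to pin-transferred compounds, and grown at 37 °C for at least 48 hr. Viability was read as ATP luminescence.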
Numbers without * were called inactive; ? = inconclusive; . = not tested or not shown; & = joins results of further samples; [ ] = another dose, or the depositor's remark. Calls come from the whole dose curve; as a rule, active = well fitted curve in the direction sought with a large enough effect; inconclusive = small, poorly fitted or top-dose-only effect, or another doubt; inactive = no such curve, though single readings can be large; an effect the other way counts as inactive or inconclusive. % is set by controls: 0 for no effect and ±100 for the full control effect; potency is the fitted concentration of half-maximal effect. The list is partial. The share of hits here may be higher or lower than overall.

SMILES	FEN1 inh	KAT2A inh	DT40 TDP1 CPT
Cc1ccc(NC(=O)COC(=O)CCC(=O)c2cccs2)c(C)c1	5%	-3%	6%
Cc1ccc(-c2nnc(Nc3ccc(S(N)(=O)=O)cc3)c3ccccc23)cc1S(=O)(=O)N1CCOCC1	21%	4%	16µM*
NS(=O)(=O)c1cccc(NC(=O)CSc2nc3ccccc3n2-c2ccccc2)c1	-8%	16%	?
CNc1c(Cl)cc(/C=C2\C=Cc3ccccc32)cc1Cl	-2%	.	-24%
CCCCn1c(N)c(N(CC(C)C)C(=O)C2CC(=O)N(c3ccc(C)cc3)C2)c(=O)[nH]c1=O (stereo unspecified)	2%	-1%	3%
CC1(NC(=O)CCS(=O)(=O)c2ccc(Cl)cc2)CCS(=O)(=O)C1 (stereo unspecified)	17%	-10%	7%
O=C(CN1CCSC1=NCc1ccccc1)c1ccc(Cl)c(Cl)c1	7%	-7%	?
Cc1ccn2cc(-c3cccc(S(=O)(=O)N4CCCC4)c3)nc2c1	8%	-4%	18µM*
O=C(CC1C(=O)NCCN1CC1CCCCC1)NCCc1ccc(F)cc1 (stereo unspecified)	7%	0%	28%
CC(C)c1ccc(NC(=O)CCc2ccccc2)cc1	-12%	-12%	?
CCC12C(=Nc3c(Cl)cccc31)C[C@@H]1CCN3C(=O)CCC[C@H]2[C@H]13 (stereo partly specified)	16%&-14%	.	?
CCCOc1ccccc1C(=O)N(Cc1ccc(C)o1)C1CCS(=O)(=O)C1 (stereo unspecified)	20%	2%	-29%
CC1CCCCN1S(=O)(=O)c1ccc(C(=O)Nc2sccc2C(N)=O)cc1 (stereo unspecified)	-11%	-14%	-6%
CCN(CC)c1ccc(C2C(C(N)=O)=C(C)Nc3ncnn32)cc1 (stereo unspecified)	-11%	4%	-2%
CCCCn1c(-c2ccncc2)nc2c1c(=O)[nH]c(=O)n2CC(C)C	9%	-1%	-5%
COc1cc(OC)cc(C(=O)NNC(=O)C2CSC3(C)CCC(=O)N23)c1 (stereo unspecified)	-5%	-2%	1%
O=C(NCCCNC(=O)c1c(F)cccc1F)c1c(F)cccc1F	3%	-5%	-20%
CCC(C)NC(=O)Cn1c(=O)sc2ccccc21 (stereo unspecified)	1%	-10%	28%
Cc1cc(S(=O)(=O)N2CCN(c3ccccn3)CC2)ccc1F	20%	-12%	-15%
CC(C)(C)NC(=O)CSc1nc(-c2ccc(F)cc2)cs1	-1%	-15%	10%
O=C1CC(c2ccc(F)c(Br)c2)C2=C(CCCC2=O)N1 (stereo unspecified)	0%	-10%	-1%
N=C1S/C(=C\c2ccccc2F)C(=O)N1c1ccc(F)cc1	1%	-4%	?
O=C(CCCN1C(=O)c2ccccc2C1=O)N1CCC(c2ccccc2)C1 (stereo unspecified)	2%	0%	-28%
C=CCn1cc(/C=N\NC(=O)c2cc3c(ccc4ccccc43)o2)c2ccccc21	-13%	-23%	-4%
CCc1ccccc1N(C(=O)CNC(=O)c1ccco1)C(C(=O)NC1CCCC1)c1cccnc1 (stereo unspecified)	-5%	-3%	-3%

Some values from the list.
FEN1 inh result of `Cc1ccc(-c2nnc(Nc3ccc(S(N)(=O)=O)cc3)c3ccccc23)cc1S(=O)(=O)N1CCOCC1` reads 21%
FEN1 inh result of `O=C(CN1CCSC1=NCc1ccccc1)c1ccc(Cl)c(Cl)c1` reads 7%
DT40 TDP1 CPT result of `CCC(C)NC(=O)Cn1c(=O)sc2ccccc21` (stereo unspecified) reads 28%
KAT2A inh result of `CC(C)c1ccc(NC(=O)CCc2ccccc2)cc1` reads -12%
FEN1 inh result of `O=C(NCCCNC(=O)c1c(F)cccc1F)c1c(F)cccc1F` reads 3%
FEN1 inh result of `CCC12C(=Nc3c(Cl)cccc31)C[C@@H]1CCN3C(=O)CCC[C@H]2[C@H]13` (stereo partly specified) reads 16%&-14%
DT40 TDP1 CPT result of `CC1CCCCN1S(=O)(=O)c1ccc(C(=O)Nc2sccc2C(N)=O)cc1` (stereo unspecified) reads -6%

New compounds follow.
SMILES	FEN1 inh	KAT2A inh	DT40 TDP1 CPT
COc1ccc(CCC(=O)OCC(=O)N(C)c2c(N)n(Cc3ccccc3)c(=O)[nH]c2=O)cc1	34%	-6%	-17%
Cc1cc(C)n(-c2nc3sc4c(c3c3nnc(SC(C)C)n23)CC(C)(C)OC4)n1	0%	.	-13%
O=C(Nc1ccccc1)N1CCN(C(=O)c2nsc3ccccc23)CC1	14%	-10%	-7%
CC(C)c1ccc(CNc2ncc(Br)cn2)cc1	4%	11%	-19%
O=C1CC(C(=O)O)NC(=S)N1 (stereo unspecified)	11%	.	32%[activator]
O=c1[nH]c(CN2CCN(c3ccccc3Cl)CC2)nc2ccsc12	7%	2%	1%
Cc1ccc(NC(=O)c2ccncc2)cc1S(=O)(=O)N(C)C	0%	-8%	1%
CC1CCCC(NC(=O)CCC(=O)c2ccc(F)cc2)C1C (stereo unspecified)	-7%	-4%	?
O=C(/C=C/c1cccs1)c1cc(Br)ccc1OC(=O)N1CCOCC1	13%	-10%	?
O=Cc1ccc(-n2nncc2-c2ccc([N+](=O)[O-])cc2)cc1	-9%	-9%	-18%
C[C@]1(C(=O)NCCCNc2ncc(C(F)(F)F)cc2Cl)C=C[C@@H](Cc2ccccc2)N1C(=O)c1ccccc1	?	-15%	?
Cc1ccc(C2CC(=O)c3cnc(N4CCc5ccccc5C4)nc3C2)cc1 (stereo unspecified)	-11%	-13%	?
Cn1c(CN2CCCC2)c(C#N)c2ccccc21	-7%	1%	-1%
Cc1cc2c(cc1C)NC(CC(=O)Nc1cccc(C)c1C)C(=O)N2 (stereo unspecified)	-2%	3%	15µM*
NS(=O)(=O)c1ccc(NC(=O)CN2CCc3ccccc3C2)cc1	-6%	-9%	4%
C#CCOCCOCCOCCNc1nc(N2CCN(C(=O)[C@H](CCC(=O)O)n3cc(C(N)CC(C)C)nn3)CC2)nc(N2CCN(C(=O)[C@H](Cc3ccc(O)cc3)n3cc(C(N)CC(C)C)nn3)CC2)n1 (stereo partly specified)	-6%	9%	0%
CC(Oc1ccc2c3c(c(=O)oc2c1)CCCC3)C(=O)NCCN1CCOCC1 (stereo unspecified)	-3%	-8%	-25%
Cc1cc(-c2ccc(Cl)cc2)c2cnn(C(C)C)c2n1	11%	-17%	?
CCOc1ccc(C(=O)Nc2ccc3nc(Nc4cccc(C(F)(F)F)c4)cc(C)c3c2)cc1OCC	-3%	-11%	18µM*
CCc1cc(C(=O)Nc2cc(S(=O)(=O)N(C)C)ccc2C)sc1C	-5%	-10%	15µM*
c1ccc(CCc2nc3ccccc3[nH]2)cc1	18%	-4%	-23%
Cc1ccc(NC(=O)COC(=O)COc2cccc3c2OC(C)(C)C3)cc1C	-5%	?	-10%
Cc1ccc(C(=O)Nc2cccc(C(F)(F)F)c2)cc1NC(=O)c1c[nH]c2cc(C(F)(F)F)ccc2c1=O	-1%	-1%	5.2µM*
COc1ccc(C2C3C=CCC(c4cccc(-c5ccc(C)cc5)c4)C3C(=O)N2Cc2ccccc2)cc1Cl (stereo unspecified)	11%&15%	-1%	23µM*
O=C(NCc1ccc2c(c1)OCO2)c1ccc2c(c1)N(Cc1cccc(Cl)c1)C(=O)c1ccccc1S2	-9%	-14%	13%

As a short view, five of the compounds above:
SMILES	FEN1 inh	KAT2A inh	DT40 TDP1 CPT
Cc1ccc(NC(=O)COC(=O)CCC(=O)c2cccs2)c(C)c1	5%	-3%	6%
Cc1ccc(-c2nnc(Nc3ccc(S(N)(=O)=O)cc3)c3ccccc23)cc1S(=O)(=O)N1CCOCC1	21%	4%	16µM*
NS(=O)(=O)c1cccc(NC(=O)CSc2nc3ccccc3n2-c2ccccc2)c1	-8%	16%	?
CNc1c(Cl)cc(/C=C2\C=Cc3ccccc32)cc1Cl	-2%	.	-24%
CCCCn1c(N)c(N(CC(C)C)C(=O)C2CC(=O)N(c3ccc(C)cc3)C2)c(=O)[nH]c1=O (stereo unspecified)	2%	-1%	3%

Next part:
SMILES	FEN1 inh	KAT2A inh	DT40 TDP1 CPT
CCC1=C(c2ccc(C)cc2)S(=O)(=O)N=C1N1CCC(C(=O)NCc2ccccc2Cl)CC1	1%	-7%	?
Cc1ccc(CCN2CC(C(=O)NCc3ccc4c(c3)OCO4)CC2=O)cc1 (stereo unspecified)	-9%	-3%	-22%
Cc1ccc(OCCCn2ccnc2)c([N+](=O)[O-])c1	2%	-2%	12%
N#CCCn1cc(C(=O)N2CCCCC2)c(-c2ccc([N+](=O)[O-])cc2)n1	0%	23%	-10%
CCCc1nc2c(=O)n(C)c(=O)nc-2n(C)n1	-6%	-4%	1.6µM*
CC(=O)Nc1c(C(=O)Nc2cccc(C)c2)nnn1-c1ccc(C)cc1	-4%	-6%	?
Cc1cc(N/N=C/c2ccncc2)c([N+](=O)[O-])cc1[N+](=O)[O-]	13%	0%	-5%
COc1ccc2[nH]c3c(=O)n(CCCCC(=O)N4CCCC4)c(=S)[nH]c3c2c1	11%	0%	?
N#CCCN(C(=O)COC(=O)C1CCN(S(=O)(=O)c2cccs2)CC1)c1ccccc1	4%	-11%	2%
O=C(N/N=C/c1ccc(O)cc1)c1csc2ccccc12	-5%	-1%	?
Cc1ccc(-n2[nH]c(C)c(C=Nc3ccc(S(=O)(=O)Nc4nc(C)cc(C)n4)cc3)c2=O)c(C)c1	9%	-6%	?
NC(=NCCc1ccc(Cl)cc1)NS(=O)(=O)c1ccc(F)cc1	-7%	-6%	?
Cc1cc(=O)[nH]c(SCC(=O)Nc2ccc(Br)cc2)c1C#N	-2%	-3%	-26%
CCN(CC)CC(=O)Nc1cc(N(C)C)nc2ccccc12	-8%	-10%	4%
CCc1ccc2oc(=O)cc(CN3CCOCC3)c2c1	1%	-5%	-10%
Cc1c(C(=O)NCCN2CCOCC2)oc2ccc(Br)cc12	-10%	2%	0%
CC(=O)NCCc1nc2cc(NC(=O)c3ccccc3C)ccc2n1C	1%	-2%	3%
Cc1c(NC(=O)/C(C#N)=C/c2ccc(-c3cccc(Cl)c3)o2)c(=O)n(-c2ccccc2)n1C	-17%	20%	?
COc1ccccc1NS(=O)(=O)/C=C/c1ccccc1	5%	-1%	?
O=c1[nH]c(CSc2nnc(-c3cccnc3)n2C2CCCCC2)nc2ccccc12	-1%	-2%	?
COc1ccc(NC(=O)COC(=O)CCNS(=O)(=O)c2ccccc2)cc1OC	-9%	-3%	-4%
Cc1cccc(OCCCC(=O)Nc2nccs2)c1	3%	-5%	?
Nc1nc(Br)c2c(F)cccc2c1-c1ccccc1	-8%	-16%	0%
Cc1ccc(N2CC(C(=O)Nc3nnc(SCC(=O)N4CCOCC4)s3)CC2=O)cc1 (stereo unspecified)	7%	-3%	14%
O=C(Nc1ccccc1[N+](=O)[O-])c1cncc(Br)c1	-2%	-12%	?
O=C(Cn1cnc2ccccc2c1=O)NCc1ccco1	-1%	.	4%
COc1ccc(CCN2CC(C(=O)NC3CCOCC3)CCC2=O)cc1 (stereo unspecified)	-16%	0%	-5%
